CCHFV vOTU inh = CCHFV vOTU protease inhibition; Pep-AMC fluorescence; inhibition, % at 11.5 µM; 0.55% of 370,000 active; in the data active = inhibition above about 30%; also: 0% = vehicle wells with enzyme and 100% = no enzyme wells
BoNT-F LC inh = BoNT F light chain protease inhibition | Multiplex microsphere protease cleavage assay, flow cytometry | inhibition, % at 10 µM | 0.22% of 360,000 active | AID 588497; in the data active = inhibition above about 35%, passing the limit was not always enough; inconclusive = no clear call, values can overlap the other calls; also: plate controls were buffer without enzyme for full effect and enzyme alone for no effect
Rv3671c inh = inhibits the M. tuberculosis serine protease Rv3671c | P9WHR9 | inhibition, % at 5.96 µM | 0.048% of 320,000 active | AID 2606; in the data active = inhibition above about 38%;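 also: extracellular domain of Rv3671c used as enzyme; 0% = enzyme with DMSO and 100% = no enzyme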
Target sequence (P9WHR9 whole entry, looked up, the tested form may be a part): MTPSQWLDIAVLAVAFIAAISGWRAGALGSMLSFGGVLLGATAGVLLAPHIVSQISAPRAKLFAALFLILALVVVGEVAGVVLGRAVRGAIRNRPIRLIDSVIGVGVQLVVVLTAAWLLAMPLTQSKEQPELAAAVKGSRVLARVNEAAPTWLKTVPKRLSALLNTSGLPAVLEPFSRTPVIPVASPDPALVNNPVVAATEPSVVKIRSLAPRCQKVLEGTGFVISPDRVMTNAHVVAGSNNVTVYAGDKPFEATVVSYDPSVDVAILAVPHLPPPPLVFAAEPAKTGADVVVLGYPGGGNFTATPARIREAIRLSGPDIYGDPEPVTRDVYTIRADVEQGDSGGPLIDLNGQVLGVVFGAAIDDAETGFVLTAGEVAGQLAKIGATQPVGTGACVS
BoNT-A LC inh2 = BoNT A light chain protease inhibition. multiplex microsphere protease substrate cleavage, flow cytometry. inhibition, % at 10 µM. 0.17% of 360,000 active. AID 588499; also: plate controls were buffer without enzyme for full effect and enzyme alone for no effect
MazF activator = MazEF (E. coli) toxin RNase activation | FAM/BHQ RNA-DNA oligo cleavage fluorescence, 5 h | activation, % at 20 µM | 0.32% of 350,000 active | AID 504720; in the data active = activation above about 50%
Target sequence (P0AE70 whole entry, looked up): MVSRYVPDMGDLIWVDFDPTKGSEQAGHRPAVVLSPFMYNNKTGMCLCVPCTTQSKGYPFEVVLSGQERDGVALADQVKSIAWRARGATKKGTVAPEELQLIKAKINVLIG
SARS 3CLpro inh = SARS-CoV 3CLpro protease inhibition | recombinant SARS-CoV 3CLpro, quenched FRET peptide cleavage | inhibition, % at 6 µM | 0.14% of 290,000 active | AID 1706; in the data active = inhibition above about 12%
VHR inh abs = inhibitors of human VHR1 phosphatase (DUSP3) | P51452 | recombinant VHR phosphatase, pNPP absorbance | 0.52% of 290,000 active | inhibition, % at 13.3 µM; in the data active = inhibition above about 50%; also: some compounds called inactive have numbers as strong as hits
Target sequence (P51452 whole entry, looked up): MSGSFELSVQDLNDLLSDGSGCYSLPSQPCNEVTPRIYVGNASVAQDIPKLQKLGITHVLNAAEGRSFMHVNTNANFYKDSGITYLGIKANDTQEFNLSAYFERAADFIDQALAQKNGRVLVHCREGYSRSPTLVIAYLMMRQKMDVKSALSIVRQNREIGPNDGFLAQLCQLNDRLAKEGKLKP
PrPC TRFRET = cell surface PrPC inhibition, primary TR-FRET screen; P04156; inhibition, % at 13.8 µM; TR-FRET read-out; 0.43% of 370,000 active; in the data active = inhibition above about 24%; also: 0% = median of the test wells and 100% = reference compound wells
Anthrax LF prot = inhibitors of Bacillus anthracis lethal factor protease. inhibition, % at 10 µM. 0.12% of 360,000 active. multiplex microsphere protease cleavage assay, LF; also: plate controls were buffer without enzyme for full effect and enzyme alone for no effect
PriA SSB inh = inhibitors of Klebsiella pneumoniae PriA binding to SSB C-terminal tail; AlphaScreen SSBct-PriA binding, biotinylated peptide; inhibition, % at 33 µM; 0.6% of 430,000 active; in the data active = inhibition mostly above about 37%, no sharp cut-off; inactive = mostly below about 20%;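 also: plate controls were negative control peptide for no effect and reference peptide for full effect; strong numbers were not always called active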
Active calls of the source: *; ? = inconclusive; / = not tested or not shown; & = joins results of further samples. Rule as the data show it, unless noted: active = inhibition above about 30%; inconclusive = no clear call, values can overlap the other calls; inactive = below that. The list is partial; rates above refer to the full screens.

Compound	PrPC TRFRET	Anthrax LF prot	BoNT-F LC inh	Rv3671c inh	CCHFV vOTU inh	MazF activator	VHR inh abs	BoNT-A LC inh2	PriA SSB inh	SARS 3CLpro inh
O=C1c2ccccc2NC(c2ccccc2)N1Cc1ccco1 (centres undefined)	-7.4	-2.6	-0.6	1.3	-68.6	2.6	5.0	0.3	-5.9	-2.5
CN1CCN(C(=O)c2ccc(-c3ccc(F)c(F)c3)c3ccoc23)CC1	3.5	-3.4	-8.5	/	0.1	/	/	-0.6	/	/
O=C(CSc1ccc2nnc(-c3ccccc3)n2n1)NCC1CCCO1 (centres undefined)	-4.3	-6.8	-9.6	4.4	-15.9	-0.2	13.2	0.7	-11.0	3.8
CCOC(=O)C1=CCC2c3c(c4ccccc4n3C)C(=O)C1N2C(=O)OC(C)(C)C (centres undefined)	0.8	-2.4	-2.9	-0.2	-2.1	-4.0	/	-0.4	-2.1	/
Cc1nn2c(-n3ccnc3)c3c(nc2c1-c1ccccc1)CCC3	3.8	-1.2	4.1	-1.3	14.8	5.6	25.9	0.4	-12.0&-10.4	0.6
CC(C)(C)N(Cc1ccccc1)C(=O)COc1cccnc1[N+](=O)[O-]	-18.7	-17.3	-8.9	-8.3	3.9	-5.7	6.0	-2.3	-9.1	-3.4
O=C(Nc1ccc(F)c(Cl)c1)c1cc(C2CCCCN2C(=O)CCc2ccccc2)on1 (centres undefined)	0.1	-5.0	1.3	/	4.1	/	/	0.0	/	/
CCOC(=O)c1[nH]c2ccc(Br)cc2c1NC(=O)CCN1CCC(C)CC1	-1.3	1.0	-1.5	-9.0	16.2	1.5	-9.8	1.1	-17.3	5.0
Oc1cccc(C(Nc2nccs2)c2ccc3cccnc3c2O)c1 (centres undefined)	21.9	-2.3	-8.6	6.0	-10.7	2.5	4.7	-0.4	13.0	3.5
O=C(NCCc1ccc(Cl)cc1)c1cnc2n(c1=O)CCS2	-0.5	-0.1	-6.1	-11.3	-4.0	10.9	12.0	0.2	-14.5	/
Cc1c(C(=O)NCc2ccco2)oc2c(Cl)cccc12	2.5	2.8	-0.2	-1.4	6.3	6.1	/	2.5	7.2	/
COc1ccc(NC(=S)N2CCC(NC(=O)c3ccccc3C)CC2)cc1	8.8	-0.1	-12.3	1.1	-6.6	0.3	29.7	-0.3	9.6	2.3
c1csc(COc2ccccc2CNC2CCCCC2)c1	7.8	-2.2	-8.0	-1.3	-5.8	10.0	21.9	-0.1	-12.3	-2.4
COc1ccccc1-n1c(=O)c(C#N)c(-c2ccc([N+](=O)[O-])cc2)c2cc(C(=O)c3ccccc3O)cnc21	-3.4	-2.4	1.0	-19.0	-0.1	-5.3	-3.1	1.1	22.6	4.0
O=C(O)c1cc(Br)ccc1NS(=O)(=O)c1cccc2nsnc12	-8.2	-6.2	?	8.5	6.0	-11.4	3.5	-4.0	-8.1&-15.0	5.0
CCC(C)Sc1nc2c(c(=O)[nH]c(=O)n2C)n1Cc1ccccc1Cl (centres undefined)	-0.8	-1.4	2.0	2.2	-1.0	7.9	2.0	-0.1	-7.5	/
Cc1sc2ncnc(N3CCC(C(=O)Nc4ccc(F)cc4Cl)CC3)c2c1C	11.6	0.0	-6.9	-18.6	15.9	-2.1	/	1.1	-14.1	/
C[C@@H]1CN([C@H](C)CO)C(=O)c2cc(Br)cnc2O[C@@H]1CN(C)Cc1ccc(F)cc1	-3.9	-5.3	3.8	/	21.3	1.4	/	-0.1	/	/
Cc1ccc(C)c(N2CCN(c3cnn(-c4nc5ccccc5s4)c(=O)c3Cl)CC2)c1	-0.8	2.3	3.1	-4.0	10.6	-5.3	19.2	1.1	3.0	0.0
COc1ccc(NC(=O)CNS(=O)(=O)c2cccc3nonc23)c(OC)c1	-13.0	-2.8	-25.2	-2.3	2.7	8.3	16.9	0.0	-15.3	2.3
CC(=O)c1ccc(NC(=S)N2c3ccccc3CC2C)cc1 (centres undefined)	0.9	-4.4	-5.8	-0.4	14.2	-0.1	11.1	0.7	8.3	-0.4
CSc1ccc(C#N)cc1NC(=O)c1ccccc1C	-7.9	0.5	-3.2	-3.5	8.3	18.1	9.6	-0.5	-21.4	4.5
O=C(COC(=O)CNC(=O)c1ccccc1)Nc1ccc(Cl)cn1	1.6	-0.2	-2.8	-1.2	1.4	-0.7	/	-0.2	-6.2	/
COc1cc(CCC(=O)N2CCN(c3ccc([N+](=O)[O-])cc3)CC2)cc(OC)c1OC	-18.7	-2.8	4.1	-12.8	0.5	3.0	56.9*	0.4	4.2	-2.5
Cc1nc2cc(Cl)c([N+](=O)[O-])cc2s1	-1.1	-2.1	-14.0	16.6	11.3	8.0	25.2	-2.4	2.2	-0.6
Cc1ccc(S(=O)(=O)CCC(=O)OCC(=O)c2ccc(F)cc2)cc1	-2.1	-3.3	-3.2	-5.9	-4.1	1.8	/	4.3	-9.7	/
COc1nccc(-c2ccc(F)cc2)c1C#N	5.8	0.5	-4.1	1.6	4.2	5.2	9.4	1.1	-21.4	4.3
Cn1ccnc1SCC(=O)c1ccc(F)cc1	4.7	17.6	?	-3.9	-4.4	1.4	/	2.4	-1.3	/
CC(C)(C)c1ccc(C(=O)N2CCN(CCNC(=O)C(=O)NCc3ccccc3)CC2)cc1	-0.6	0.1	-2.7	-11.2	6.3	-3.0	16.4	0.1	3.2	1.0
COc1ccc([C@H]2[C@@H](C#N)[C@H](C#N)N3CCCN23)cc1	-6.3	-1.6	-0.7	-8.6	2.1	2.6	-4.8	0.6	-16.6	0.1
C#CCOC(=O)C1C2C=CC(C2)C1C(=O)O (centres undefined)	0.4	-3.1	-0.6	-3.6	-17.7	-6.4	7.1	1.1	-1.6	6.7
O=C(c1ccnc(Cl)c1)N1CCCC(N2CCN(c3ccccc3F)CC2)C1 (centres undefined)	4.1	1.7	11.3	-3.0	-6.7	-1.6	1.6	0.6	-8.9	1.0
C=CCn1cc(C(=O)NCCOC)c(=O)c2cc(S(=O)(=O)N3CCCCCC3)ccc21	8.2	0.0	-1.5	2.1	-10.3	1.2	-8.2	1.0	-7.7	0.9
CC1=CCC2C(=O)N(c3ccc(C(=O)Nc4ccccc4Cl)cc3)C(=O)C2C1 (centres undefined)	2.3	16.3	18.1	-5.9	-1.4	7.4	23.1	0.1	-6.4	-2.4
COc1ccc(C2=NO[C@@H]3C(=O)N(c4c(C)cccc4C)C(=O)[C@H]23)cc1OC	-2.7	-1.9	0.0	6.8	15.8	0.5	-0.4	?	-4.5	6.5
Cc1ccc(C(=O)NCCCNCCCNC(=O)c2ccc(C)nc2)cn1	1.8	-0.2	10.0	1.7	-0.4	-0.5	4.3	0.4	-16.8	0.4
COc1ccc(OC)c(-c2[nH]nc3c2C(c2ccco2)C(C#N)=C(N)O3)c1 (centres undefined)	-2.0	-2.3	5.7	-3.2	1.3	-0.6	10.9	0.5	-1.5	-3.5
N/C(Cn1cncn1)=N\OC(=O)c1ccc(Cl)cc1Cl	-2.5	-0.2	3.3	-2.0	-10.4	15.7	11.5	0.8	/	-2.3
O=C(Nc1ccc(Cl)cc1)c1cncs1	14.5	11.6	-0.2	-8.7	-19.5	1.1	/	-1.3	6.7	-1.1
CC(=O)Nc1cccc(C(=O)OCC(=O)Nc2c(C)nn(-c3ccccc3)c2C)c1	-1.8	/	/	-3.5	-1.4	5.4	/	/	-19.5	/
Cc1nn(-c2ccccc2)nc1CNC(=O)CC(C)(C)C	0.0	-1.7	?	1.9	-10.2	6.5	22.8	-5.0	1.9	3.1
O=C(NNC(=S)NCC1CCCO1)c1cccc(S(=O)(=O)N2CCOCC2)c1 (centres undefined)	2.2	-2.0	-5.1	5.1	-6.1	5.1	16.5	-2.3	11.7	1.6
CCOC(=O)c1oc2ccccc2c1CN1CCN(C)CC1	-5.2	-2.5	-1.7	-2.7	-2.6	-1.5	0.0	0.1	0.4	1.5
COc1ccc(S(=O)(=O)Cc2ccc(C(=O)NC(C)C)o2)cc1	4.9	-4.7	-10.0	1.1	3.5	7.5	25.2	-0.7	-2.8	-7.9
CCOC(=O)c1c(C)[nH]c(C)c1S(=O)(=O)N(C)Cc1ccco1	3.6	1.4	-0.8	-1.2	22.9	9.6	-22.1	1.5	10.4	-8.7
O=C(CN1C(=O)/C(=C/c2ccccc2F)Sc2ccccc21)N1CCN(c2ccccn2)CC1	-1.1	-1.5	0.3	5.6	-10.1	0.6	-0.5	-0.4	-3.8	-4.4
C=CCn1c(=O)c(C(=O)NC(C)c2ccccc2)c(O)c2ccccc21 (centres undefined)	-0.6	-1.3	21.6	-4.0	-5.0	-1.0	4.4	-2.2	-30.4	0.8
O=C(CNC(=O)C12CC3CC(CC(C3)C1)C2)N1CCCC(C(F)(F)F)C1 (centres undefined)	1.5	-3.6	-4.9	/	-6.1	-1.4	/	-0.1	/	/
Cc1nc2cc(NC(=O)Nc3cccc(F)c3)ccc2n1C	3.2	-5.8	-1.1	-2.5	2.2	-20.2	-11.5	0.5	-7.3	-7.1
CN(CC(=O)Nc1ccccc1Br)C(=O)c1ccc(-c2ccc(Cl)cc2)o1	5.0	-4.9	-1.9	-0.7	4.6	-0.2	-3.0	-1.9	-3.0	5.6
COCCNC(=O)Cn1nc(-c2ccccc2F)ccc1=O	-0.7	-4.0	-24.2	/	-12.4	-10.5	16.6	-2.5	-3.7	-8.1
Cn1c(=O)c2c(O)c(Cc3ccccc3)c(=O)[nH]c2n(C)c1=O	-1.8	-0.9	8.6	6.0	5.9	-3.6	-1.5	0.9	5.7	-0.6
COc1ccc(NC(=O)c2cc3ccccc3[nH]2)cc1	-6.3	-11.4	?	-4.7	-3.6	-1.4	13.4	-0.3	1.2	1.8
COC(=O)c1c(C)[nH]c(C=Nc2ccc(OC)cc2)c1C	0.1	27.5	?	-0.3	-10.1	5.7	0.0	1.8	7.6	0.5
Cc1cc(NC(=O)COc2ccccc2C)ccc1NC(=O)c1ccco1	-3.0	2.7	4.8	-5.1	22.6	-4.5	1.9	-3.5	-4.0	0.9
CSc1nnc(CCCCCNC(=O)OC(C)(C)C)o1	2.2	8.0	?	6.3	-5.0	0.9	9.0	0.7	-2.5	-0.8

Remaining list, next part:
Compound	PrPC TRFRET	Anthrax LF prot	BoNT-F LC inh	Rv3671c inh	CCHFV vOTU inh	MazF activator	VHR inh abs	BoNT-A LC inh2	PriA SSB inh	SARS 3CLpro inh
CC(C)OC(=O)c1c(NC(=O)c2ccco2)sc2c1CCCCC2	1.2	-5.4	3.9	-5.3	-0.1	-0.3	15.2	0.3	-28.6	-0.2
CCSc1nc2sc3c(c2c(=O)[nH]1)CCc1ccccc1-3	5.1	-1.3	0.5	-15.6	-8.2	2.5	-12.5	0.3	-5.3	-5.9
CNc1oc(-c2ccc(C)cc2)nc1P(=O)(c1ccccc1)c1ccccc1	10.6	5.8	19.4	1.3	6.1	-2.2	4.9	1.7	14.0	4.9
CCOC(=O)[C@H]1[C@H]2COc3cc(OC)ccc3[C@@H]2N2C(=O)N(c3ccc(Br)cc3)C(=O)[C@@]12C	/	3.9	1.3	5.9	/	-2.1	-6.6	0.2	0.1	1.2
Cc1ccc(S(=O)(=O)NCc2ccc3c(c2)OCO3)cc1C	-4.4	24.2	?	0.6	-8.8	-1.1	-15.7	-5.7	-15.8	-3.6

Single records, as listed above. Order of screens: PrPC TRFRET, Anthrax LF prot, BoNT-F LC inh, Rv3671c inh, CCHFV vOTU inh, MazF activator, VHR inh abs, BoNT-A LC inh2, PriA SSB inh, SARS 3CLpro inh
COCCNC(=O)Cn1nc(-c2ccccc2F)ccc1=O across the screens: -0.7, -4.0, -24.2, /, -12.4, -10.5, 16.6, -2.5, -3.7, -8.1
COc1ccc(C2=NO[C@@H]3C(=O)N(c4c(C)cccc4C)C(=O)[C@H]23)cc1OC across the screens: -2.7, -1.9, 0.0, 6.8, 15.8, 0.5, -0.4, ?, -4.5, 6.5

Bioassay records (PubChem)
